Assay outcomes (PubChem)
Rv3671c protease = inhibits the M. tuberculosis serine protease Rv3671c; inhibition, % at 5.96 µM; 320,000 tested, 0.048% active; AID 2606; in the data active = inhibition above about 38%;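 also: extracellular domain of Rv3671c used as enzyme; 0% = enzyme with DMSO and 100% = no enzyme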
Target sequence (P9WHR9 whole entry, looked up, the tested form may be a part): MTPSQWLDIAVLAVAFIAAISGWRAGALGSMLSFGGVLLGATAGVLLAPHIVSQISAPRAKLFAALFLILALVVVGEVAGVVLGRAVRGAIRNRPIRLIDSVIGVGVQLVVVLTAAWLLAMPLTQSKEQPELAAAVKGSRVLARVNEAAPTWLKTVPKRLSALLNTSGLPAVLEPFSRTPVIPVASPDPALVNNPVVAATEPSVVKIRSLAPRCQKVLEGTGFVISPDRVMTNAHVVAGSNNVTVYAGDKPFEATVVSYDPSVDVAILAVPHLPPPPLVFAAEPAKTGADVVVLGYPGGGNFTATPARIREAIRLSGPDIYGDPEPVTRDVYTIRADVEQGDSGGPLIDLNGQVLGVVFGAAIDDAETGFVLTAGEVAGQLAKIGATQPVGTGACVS
UGM FP inh = blocks M. tuberculosis UGM enzyme; P9WIQ1; AID 504406; purified UGM, fluorescence polarization probe displacement; inhibition, % at 10 µM; 320,000 tested, 0.06% active; in the data active = inhibition above about 10%, passing the limit was not always enough
Target sequence (P9WIQ1 whole entry, looked up): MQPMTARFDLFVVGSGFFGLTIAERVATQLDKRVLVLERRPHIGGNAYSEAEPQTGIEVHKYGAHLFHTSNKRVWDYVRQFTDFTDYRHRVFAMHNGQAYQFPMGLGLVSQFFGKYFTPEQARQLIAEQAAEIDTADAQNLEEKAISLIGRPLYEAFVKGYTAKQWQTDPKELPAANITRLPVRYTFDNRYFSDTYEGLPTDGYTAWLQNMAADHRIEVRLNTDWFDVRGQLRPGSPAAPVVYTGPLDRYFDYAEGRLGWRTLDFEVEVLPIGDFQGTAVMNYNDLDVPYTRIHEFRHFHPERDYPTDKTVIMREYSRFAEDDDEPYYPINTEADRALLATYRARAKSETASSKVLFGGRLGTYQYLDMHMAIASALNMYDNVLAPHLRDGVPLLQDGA
The depositor's hits bear a star. These rows are one share of the data (hit frequency here may not be typical).

Screens in order: Rv3671c protease, UGM FP inh
1	Cc1sc(NC(=O)CN(C)C2CCCCC2)nc1-c1ccc2c(c1)CCN2S(=O)(=O)c1ccccc1
    -7, 0.6
2	CCOC(=O)c1c(C)[nH]c(C(=O)Nc2ccc(C)c(Cl)c2)c1C
    -10, -0.3
3	COc1ccccc1N1C(=O)C2ON(c3ccccc3)C(c3ccc(N(C)C)cc3)C2C1=O (stereo not drawn)
    -3, -1.2
4	Cn1c(=O)c2[nH]c(-c3ccccc3O)nc2n(C)c1=O
    9, -1.3
5	COC(=O)C[C@](O)(CCCC(C)(C)O)C(=O)O[C@@H]1C(OC)=C[C@]23CCCN2CCc2cc4c(cc2[C@H]13)OCO4
    -1, -0.7
6	Cc1ccc(CN2C(=O)N/C(=C/c3ccc4c(c3)n(C)c(=O)n4C)C2=O)cc1
    1, 2.1
7	O=S(=O)(c1ccccc1)N1CCN(c2nc(-c3cccs3)nc3ccccc23)CC1
    2, 3.6
8	Cc1ccc(C(=O)N2CCN(c3ncnc4c(-c5ccccc5)nsc34)CC2)cc1
    -3, 1.0
9	C/C(N)=C(/C#N)C(=O)CSc1nc2ccccc2c(=O)n1-c1ccc(C)cc1
    -42, -0.2
10	CC(C)(C)c1ccc(C(CC(=O)O)NC(=O)Cc2ccc(F)cc2)cc1 (stereo not drawn)
    13, 1.2
11	c1ccc(CCCOCCC2CO2)cc1 (stereo not drawn)
    6, -1.9
12	CCN1C(=O)[C@H]2[C@H]3[C@H](O)[C@H](O)C/C(=N\O[C@H](C)c4cn([C@H](CO)Cc5ccccc5)nn4)[C@@H]3CC[C@H]2C1=O
    4, -0.1
13	COC(=O)[C@@H]1CC[C@H](C)[C@@H](c2ccc(C)cc2)N1C(=O)c1ccc(/C=N/OCC[C@@H]2C=C[C@H](OC(C)=O)[C@@H](COC(C)=O)O2)cc1
    4, 0.7
14	CCCCCCCCCCC(=O)NNC(=O)c1c(O)c2ccccc2n(CC)c1=O
    -4, 0.5
15	O=C(NCc1ccco1)c1ccc2nc3sc4c(c3c(=O)n2c1)CCCC4
    -7, 0.1
16	Cc1sccc1C1C(C#N)=C(N)SC(N)=C1C#N
    -3, -2.7
17	Cc1cc2oc(=O)cc(Cn3nnc(-c4ccc(Cl)cc4)n3)c2cc1C(C)C
    5, 1.9
18	Cc1nc2ccccc2c(=O)n1/N=C1\C(=O)N(C)c2ccccc21
    -9, 2.0
19	FC(F)(F)c1cccc(N2CCNCC2)c1
    3, 5.4
20	Fc1cccc(-n2c(-c3cccs3)nc3nc4ccccc4nc32)c1
    -6, -1.2
21	O=C(COc1ncnc2scc(-c3ccccc3)c12)NCCN1C(=O)CSC1=O
    3, -3.3
22	CCSc1nnc(NC(=O)C2CCN(S(=O)(=O)c3c(C)c(C)cc(C)c3C)CC2)s1
    1, 0.1
23	CN1CCN(C(CC(=O)Nc2cccc(O)c2)C(=O)O)CC1 (stereo not drawn)
    -4, -1.1
24	CC1=C(C(=O)Nc2ccccc2)C(c2ccco2)C(C#N)=C(SCc2ccccc2)N1 (stereo not drawn)
    -50, -1.3
25	CCOc1cc(N2CCOCC2)c(OCC)cc1NC(=O)COc1ccc2ccc(=O)oc2c1
    5, 2.2
26	COc1ccc(Nc2cc(C(=O)NCc3cccnc3)c3ccccc3n2)c(OC)c1
    -6, -1.1
27	COc1ccc(CCNC(=O)C(NS(=O)(=O)c2ccc3c(c2)CCN3C(C)=O)C(C)C)cc1OC (stereo not drawn)
    -7, -0.6
28	CCOC(=O)/C(C#N)=C1\SS/C(=C(/C#N)C(=O)OCC)S1
    -6, 0.1
29	CCOc1ccccc1Nc1nc(-c2sc(NC(=O)c3ccc([N+](=O)[O-])cc3)nc2C)cs1
    21, 0.8
30	O=C1N[C@H](C(=O)O)CS1
    3, 1.4

Along the list, quoted from above.
UGM FP inh, compounds 18–28, in order: 2.0, 5.4, -1.2, -3.3, 0.1, -1.1, -1.3, 2.2, -1.1, -0.6, 0.1
Rv3671c protease, compounds 18–28, in order: -9, 3, -6, 3, 1, -4, -50, 5, -6, -7, -6

Entries of single compounds as entered above:
CN1CCN(C(CC(=O)Nc2cccc(O)c2)C(=O)O)CC1 (stereo not drawn) as listed: Rv3671c protease = -4; UGM FP inh = -1.1
CCOC(=O)/C(C#N)=C1\SS/C(=C(/C#N)C(=O)OCC)S1 as listed: Rv3671c protease = -6; UGM FP inh = 0.1

Further structures.
Screens in order: Rv3671c protease, UGM FP inh
31	Cc1ccccc1Nc1nnc(SCc2nc3ccccc3c(=O)[nH]2)s1
    -9, -1.4
32	CC(C(=O)Nc1ccccc1F)N1CCN(C)CC1 (stereo not drawn)
    3, -1.3
33	CC(C)C(C)NC(=O)COC(=O)c1cc(S(=O)(=O)N(C)C)ccc1N1CCCC1 (stereo not drawn)
    -5, -2.4
34	COc1ccc(CNC(=O)CSc2nc3[nH]ncc3c(=O)n2-c2ccccc2Br)cc1
    -15, -2.2
35	CCCCN1C(=O)/C(=C/c2ccc(N3CCCCCC3)cc2)C(=O)NC1=S
    -23, 1.8
36	COc1cc2nc(CN3CCN(C(c4ccccc4)c4ccccc4)CC3)[nH]c(=O)c2cc1OC
    3, -1.3
37	CC(=O)N1C(=O)N(C)C2C1N(C)C(=O)N2C(C)=O (stereo not drawn)
    4, -2.6
38	O=C(Oc1ccc([N+](=O)[O-])cc1)c1ccc(Cl)c(S(=O)(=O)N2CCCCC2)c1
    -5, -3.7
39	[O-][n+]1onc2c1CCC(=N/O)/C2=N\Nc1ccccc1
    2, -1.6
40	CCOc1cc(/C=N/NC(=O)c2cc(C)[nH]n2)ccc1OC(=O)c1ccc([N+](=O)[O-])cc1
    -4, -1.4
41	COC(=O)c1c(N2C(=O)[C@H]3[C@@H](C2=O)[C@]2(C(=O)Nc4ccccc42)N2CCC[C@@H]32)sc(C)c1C
    0, 0.8
42	CN1CCN(CC(O)c2ccccc2)CC1 (stereo not drawn)
    3, 1.1
43	CC(=O)N1CCc2cc(C(=O)CN3CCCN(Cc4ccc(F)cc4)C3)ccc21
    -2, -0.4
44	COc1ccccc1Cn1c(SCC(=O)C(C)(C)C)nc2cc(C(=O)N3CCC4(CC3)OCCO4)ccc2c1=O
    7, 0.1
45	CC(NC(=O)C1CCC(CNS(=O)(=O)c2ccccc2)CC1)c1ccc2c(c1)OCCO2 (stereo not drawn)
    -2, -1.3
46	O=C(CC(Sc1ccc(Br)cc1)C(=O)O)c1ccc(Br)cc1 (stereo not drawn)
    0, 2.2
47	Cc1n[nH]c(C)c1Sc1ccccc1N=Cc1cc([N+](=O)[O-])ccc1O
    0, 5.5
48	CC(C)c1ccccc1NC(=O)c1ccc(CN(c2ccccc2)S(=O)(=O)c2ccccc2)cc1
    1, 1.6
49	CCCCCCC12CCC(C(=O)O)(CC1)CC2
    6, 1.1
50	CCO[C@H]1OC(C(=O)O)=C[C@@H](C2CC2)[C@@H]1CCCO
    -3, -0.5
51	CC1(OC(=O)c2cnc3ccccc3n2)C(=O)C=C2C=C(C3CC3)OC=C2C1=O (stereo not drawn)
    38*, 4.7
52	O=C(c1ccccc1)[C@H]1[C@H](c2ccccc2)[C@@]2(N=C(c3ccccc3)OC2=O)C2c3ccccc3C=NN21 (stereo partly drawn)
    1, -3.1
53	COc1ccccc1N1CCN(C(=O)COc2ccc(S(=O)(=O)NC(C)(C)C)cc2)CC1
    4, -1.6
54	CN(C)c1ccc(/C=N/NC(=O)CN2CCN(c3ccc(F)cc3)CC2)cc1
    -3, 1.2
55	COc1ccccc1/C=C/C=N/NC(=O)c1ccc2nc[nH]c2c1
    -7, 2.5
56	Oc1cccc(O)c1O
    -7, 3.3
57	O=c1[nH]cc(N=Cc2cc([N+](=O)[O-])ccc2O)c(=O)[nH]1
    -6, -0.5
58	O=C(Oc1cccc(O)c1)C1CCCCC1
    0, -0.7
59	Cc1ccc(-n2c(SCC(=O)N3CCCC3)nc3c(c2=O)SCC3)cc1
    -2, 2.3
60	N#CC1=C(N)C(C#N)(C#N)C(c2cccnc2)C2CCCC=C12 (stereo not drawn)
    3, 0.1

Grouped by structure, the compounds so far containing bromine.
Screens in order: Rv3671c protease, UGM FP inh
34	COc1ccc(CNC(=O)CSc2nc3[nH]ncc3c(=O)n2-c2ccccc2Br)cc1
    -15, -2.2
46	O=C(CC(Sc1ccc(Br)cc1)C(=O)O)c1ccc(Br)cc1 (stereo not drawn)
    0, 2.2

Further entries follow:
Screens in order: Rv3671c protease, UGM FP inh
61	O=C1C=CC(=O)N1c1ccc(Sc2ccc([N+](=O)[O-])cc2)cc1
    -2, 0.3
62	COc1ccc2cc(/C(C)=N/NC(=S)Nc3cc(S(=O)(=O)N4CCOCC4)ccc3N3CCOCC3)ccc2c1
    -13, -3.5
63	COc1ccccc1-c1cc(C(=O)N2CCc3ccccc3C2)c2ccccc2n1
    2, -5.6
64	CN1/C(=C\C=C\C2=[N+](C)c3ccc4ccccc4c3C2(C)C)C(C)(C)c2ccccc21
    187*, 1.2
65	O=C(O)c1nn(-c2ccccc2-c2n[nH]c(=O)[nH]c2=O)c(=O)[nH]c1=O
    -5, -1.4
66	C#CCOCCOCCOCCNc1nc(N2CCN(C(=O)[C@H](Cc3cc4ccccc4[nH]3)n3cc([C@@H](N)C(C)CC)nn3)CC2)nc(N2CCN(C(=O)[C@H](Cc3cc4ccccc4[nH]3)n3cc([C@@H](N)Cc4ccc(O)cc4)nn3)CC2)n1 (stereo partly drawn)
    -4, 1.4
67	COc1ccc(CCn2c(C)ccc2C)cc1OC
    1, 0.9
68	O=C(NCC#CCSc1nnc(-c2cccc3ccccc23)o1)c1cccs1
    9, 0.9
69	O=S(=O)(O)c1nc2ccccc2n1Cc1cccc2ccccc12
    -1, 1.5
70	CC(C)OCCCNC(=O)C(NS(=O)(=O)c1ccc2c(c1)c(=O)n(C)c(=O)n2C)c1ccccc1 (stereo not drawn)
    1, 0.8
71	Cc1cccc(NC(=O)CSc2nc(C)c(Cc3ccccc3)c(=O)[nH]2)c1C
    6, 0.2
72	CCCCCCN(C(=O)CCCCCN1C(=O)NC(c2ccc(-c3ccccc3)cc2)C(C(=O)OCc2ccccc2)=C1C)C(C(=O)NCCCC)c1ccc(OCC(=O)OC)cc1 (stereo not drawn)
    -8, 3.7
73	Cc1ccc2c(c1)C1CCCC3C1N2CC(=O)N3Cc1ccccc1 (stereo not drawn)
    4, 0.9
74	CCOc1ccc(NC(=S)N2CCn3c(nc4ccccc43)C2)cc1
    -3, -1.1
75	Cc1nc2ccccc2n1CCc1nc2c3ccccc3nc(SCC#N)n2n1
    -3, -1.7
76	CCCC(C)C(=O)OCC(=O)Nc1ccc(Br)cc1 (stereo not drawn)
    1, 0.6
77	Cc1ccc(N2C(=O)NC(=O)/C(=C\c3ccsc3)C2=O)cc1C
    -17, -2.7
78	O=C(N/N=C/c1cc([N+](=O)[O-])ccc1O)C1C2CCCCC21 (stereo not drawn)
    13, 1.4
79	Cc1ccccc1OCCOc1ccccc1C=C(C#N)C#N
    -9, -0.9
80	Cc1ccc2cc3c(N)c(C(=O)N4CC(=O)Nc5ccccc54)sc3nc2c1
    -1, 2.2
81	Cc1noc(C(=O)Nc2ccc(Cl)cc2)c1Cl
    4, -0.7
82	Nc1ccc(C(=O)Oc2ccc([N+](=O)[O-])cc2)c(O)c1
    6, 0.7
83	Cc1ccc(CNc2ccc3c(c2)OCO3)c(C)c1
    1, -1.2
84	N#CC1=C(N)N2C(=C(C#N)C1c1ccccc1)Sc1ccccc12 (stereo not drawn)
    -8, 0.7
85	Cn1c(=O)c2c(SCC(=O)N3CCOCC3)nc(C3CCCCC3)nc2n(C)c1=O
    6, 0.6

Compounds above containing a tert-butyl group (three):
Screens in order: Rv3671c protease, UGM FP inh
10	CC(C)(C)c1ccc(C(CC(=O)O)NC(=O)Cc2ccc(F)cc2)cc1 (stereo not drawn)
    13, 1.2
44	COc1ccccc1Cn1c(SCC(=O)C(C)(C)C)nc2cc(C(=O)N3CCC4(CC3)OCCO4)ccc2c1=O
    7, 0.1
53	COc1ccccc1N1CCN(C(=O)COc2ccc(S(=O)(=O)NC(C)(C)C)cc2)CC1
    4, -1.6
